BLM helicase inh: qHTS Assay for Inhibitors of Bloom's syndrome helicase (BLM); recombinant BLM DNA unwinding, fluorescence dequenching; Potency, µM (series often up to 56.1 µM), inactives show at the top dose activity change, negative = inhibition, hits mostly inhibitors; actives 0.2% (n = 350,000);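 further: plate controls were vehicle for no effect and no enzyme for full effect; nearly all actives have a fitted effect of over 35% in size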
Target sequence (P54132 whole entry, looked up): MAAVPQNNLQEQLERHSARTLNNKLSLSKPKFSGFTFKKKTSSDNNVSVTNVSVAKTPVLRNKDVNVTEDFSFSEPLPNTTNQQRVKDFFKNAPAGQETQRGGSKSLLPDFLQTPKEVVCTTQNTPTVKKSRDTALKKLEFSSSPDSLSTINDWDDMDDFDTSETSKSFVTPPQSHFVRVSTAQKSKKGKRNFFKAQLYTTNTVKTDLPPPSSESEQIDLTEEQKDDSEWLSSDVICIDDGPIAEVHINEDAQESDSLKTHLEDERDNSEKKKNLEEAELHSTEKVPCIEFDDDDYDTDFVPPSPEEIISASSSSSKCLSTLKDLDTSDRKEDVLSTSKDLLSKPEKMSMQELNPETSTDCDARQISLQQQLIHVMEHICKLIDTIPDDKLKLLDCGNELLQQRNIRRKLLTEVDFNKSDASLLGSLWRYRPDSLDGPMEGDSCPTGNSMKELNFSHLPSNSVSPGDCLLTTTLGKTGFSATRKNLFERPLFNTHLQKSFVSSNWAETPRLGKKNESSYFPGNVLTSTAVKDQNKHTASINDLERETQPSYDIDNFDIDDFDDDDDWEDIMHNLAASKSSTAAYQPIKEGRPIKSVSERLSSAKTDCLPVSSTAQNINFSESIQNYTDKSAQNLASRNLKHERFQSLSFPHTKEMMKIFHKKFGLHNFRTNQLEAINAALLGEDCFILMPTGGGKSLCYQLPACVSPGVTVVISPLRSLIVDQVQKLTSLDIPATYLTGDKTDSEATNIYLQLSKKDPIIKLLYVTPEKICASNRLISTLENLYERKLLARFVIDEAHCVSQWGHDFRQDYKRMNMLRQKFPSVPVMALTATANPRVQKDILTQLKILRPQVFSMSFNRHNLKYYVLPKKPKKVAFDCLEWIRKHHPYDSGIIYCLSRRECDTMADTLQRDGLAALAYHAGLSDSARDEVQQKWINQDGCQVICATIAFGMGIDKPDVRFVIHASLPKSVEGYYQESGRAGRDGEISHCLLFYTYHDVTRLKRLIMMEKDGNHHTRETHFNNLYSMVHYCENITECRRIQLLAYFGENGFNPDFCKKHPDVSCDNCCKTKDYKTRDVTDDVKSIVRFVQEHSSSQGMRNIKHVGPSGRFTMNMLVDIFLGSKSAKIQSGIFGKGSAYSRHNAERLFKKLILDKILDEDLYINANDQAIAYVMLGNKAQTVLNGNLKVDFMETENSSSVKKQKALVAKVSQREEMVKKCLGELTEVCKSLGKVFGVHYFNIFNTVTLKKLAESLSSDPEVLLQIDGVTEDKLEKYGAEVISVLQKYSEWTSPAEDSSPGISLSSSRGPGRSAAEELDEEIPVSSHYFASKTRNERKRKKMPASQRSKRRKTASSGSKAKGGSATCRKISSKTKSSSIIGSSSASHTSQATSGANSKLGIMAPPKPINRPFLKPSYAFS
JMJD2A Tudor inh: qHTS Assay for Inhibitors of JMJD2A-Tudor Domain; Lysine-specific demethylase 4A (Homo sapiens), O75164; AlphaScreen JMJD2A-Tudor / H3K4me3 peptide binding; Potency, µM (series often up to 114 µM), for the others: at the top dose activity change, negative = inhibition, hits mostly inhibitors; actives 4.4% (n = 390,000); AID 504339, 2011; further: on the % scale 0 is the no-effect control and ±100 the full control effect; nearly all actives have a fitted effect of over 50% in size
HP1b binding inh: HTS for Inhibitors of HP1-beta Chromodomain Interactions with Methylated Histone Tails; Chromobox protein homolog 1 (Homo sapiens), P83916; AlphaScreen HP1-beta / biotin-H3K9me3 peptide binding; Potency, µM (doses to about 114 µM), for inactives: at the highest dose activity change, negative = inhibition, usual class: inhibitors; actives 0.56% (n = 390,000); AID 540317, 2011; further: nearly all actives have a fitted effect of over 70% in size; inactives centre near 23
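AlphaScreen: HP1-beta (50 nM) preformed 30 min with biotin-H3(1-18)K9me3 peptide (50 nM) in PBS pH 7.4, 0.01% Tween-20. Compound added for 30 min at RT, then streptavidin donor/nickel chelate acceptor beads (10 ug/mL) for 30 min.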
G9a inh: qHTS Assay for Inhibitors of Histone Lysine Methyltransferase G9a; Histone-lysine N-methyltransferase EHMT2 (Homo sapiens), Q96KQ7; actives 8.8% (n = 350,000); Potency, µM (series often up to 102 µM), for the others: at the highest dose activity, negative = inhibition, usual class: inhibitors; G9a H3K9 monomethylation, AlphaScreen, 2 h; AID 504332, 2011; further: on the % scale 0 is the no-effect control and ±100 the full control effect; nearly all actives have a fitted effect of over 75% in size
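Signal arises when biotinylated H3K9 peptide, once monomethylated, bridges streptavidin donor and antibody-captured acceptor beads. Enzyme at 20 nM was preincubated 15 min with test compounds; peptide 500 nM and SAM 20 uM then reacted for 2 h.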
PGK inhibitor: qHTS Assay to Find Inhibitors of Phosphoglycerate Kinase | PGK/GAPDH coupled, Kinase-Glo luminescence, 60 min | actives 0.043% (n = 380,000) | Potency, µM (series often up to 57.5 µM), inactives show top-dose activity change, negative = inhibition, usual class: inhibitors | AID 602233, 2012 | Phosphoglycerate kinase, glycosomal (Trypanosoma brucei brucei), P07378; further: on the % scale 0 is the no-effect control and ±100 the full control effect; nearly all actives have a fitted effect of over 60% in size
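Luminescent ATP detection (Kinase-Glo Plus) follows a 60-minute room-temperature incubation, with wells lacking PGK as controls. Buffer: 100 mM TEA (pH 7.6), 5 mM MgCl2, 0.01% Tween-20. Coupling enzyme GAPDH (100 nM final) supplies unstable 1,3-BPG in-well.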
Pin1 inhibitor: qHTS Assay to Find Inhibitors of Pin1; Pin1 FP peptide displacement, HiFluor488, 10 min; Potency, µM (top dose mostly 115 µM), inactives show at the highest dose activity, negative = inhibition, usual class: inhibitors; actives 0.009% (n = 390,000); active means well fitted inhibition curve with a large enough effect in the polarisation, with a control signal flat, not every such curve was filed as active; inconclusive means small, poorly fitted or top-dose-only effect, or effect the other way, or a change in a side signal; inactive means no such curve, though single readings can be large or run the other way; the % refers to the polarisation; further: on the % scale 0 is the no-effect control and ±100 the full control effect
Pol iota inh: qHTS for Inhibitors of Polymerase Iota | DNA polymerase iota (Homo sapiens), Q9UNA4 | Pol iota fluorescent replication assay, 10 min | Potency, µM (titrated, usually from 115 µM), for the others: at the highest dose activity, negative = inhibition, hits mostly inhibitors | actives 1% (n = 390,000)
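Fluorescent replication assay read twice, at 0 min and 10 min after adding 50 nM (final) substrate. Enzyme (10 nM) and compounds were first incubated 15 min at room temperature; enzyme-free buffer wells were negative controls.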
BAZ2B inh: qHTS Assay for Inhibitors of BAZ2B. Bromodomain adjacent to zinc finger domain protein 2B (Homo sapiens), Q9UIF8. AlphaScreen BAZ2B-H3K14Ac peptide displacement. Potency, µM (series often up to 114 µM), for inactives: top-dose activity change, negative = inhibition, usual class: inhibitors. actives 4.4% (n = 360,000); further: on the % scale 0 is the no-effect control and ±100 the full control effect; nearly all actives have a fitted effect of over 60% in size
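AlphaScreen luminescence quantifies BAZ2B engagement of H3K14Ac peptide; the protein and biotinylated peptide are both at 50 nM final, buffer PBS pH 7.4 with 0.01% Tween-20, all steps at room temperature.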
GLS inh: qHTS for Inhibitors of Glutaminase (GLS). Glutaminase kidney isoform, mitochondrial (Homo sapiens), O94925. GLS enzymatic activity, qHTS titration. Potency, µM (series often up to 45.5 µM), without a hit: at the top dose activity change, negative = inhibition, actives largely listed as inhibitors. actives 0.21% (n = 410,000); further: on the % scale 0 is the no-effect control and ±100 the full control effect
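Glutamate formation by hKGA was monitored fluorometrically using coupled glutamate oxidase, HRP and Amplex Red. Substrate was added as 1 mM L-glutamine solution; incubation was 30 min at RT after an initial read.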
* = called active by the depositor; i = inactive; ? = inconclusive; / = not tested or not shown; [ ] = remark or other dose. Unless noted, the call rests on the fitted dose curve; in most records, active means well fitted curve in the direction sought with a large enough effect; inconclusive means small, poorly fitted or top-dose-only effect, or another doubt; inactive means no such curve, though single readings can be large; an effect the other way counts as inactive or inconclusive. Potency means the concentration at half of the fitted maximal effect.

SMILES	BLM helicase inh	JMJD2A Tudor inh	HP1b binding inh	G9a inh	PGK inhibitor	Pin1 inhibitor	Pol iota inh	BAZ2B inh	GLS inh
CC1Nc2ccccc2C(=O)N1NS(C)(=O)=O (stereo unspecified)	-2%	8%[11.4 µM]	8%	-23%	-10%	1%	98%[activator]	6%	-14%
O=C1c2cccnc2C(=O)N1c1ccccc1-c1ccccc1	0%	-28%	34%	-1%	8%	-2%	6%	?	7%
Cc1ccc(S(=O)(=O)Oc2ccc(/C=C3\C(=N)N4N=C(S(C)(=O)=O)SC4=NC3=O)cc2)cc1	-11%	35µM*	-9%[57 µM]	13µM*	-7%	?	16µM*	50µM*	21%
COc1ccc(CCN2CC(O)=C(c3nc(C)cs3)C2=N)cc1OC	-4%	-10%	4%	7%[12.7 µM]	2%	12%	-2%	-28%	2%
O=C(NCc1cccc(C(F)(F)F)c1)C1CC(c2ccccc2[N+](=O)[O-])=NO1 (stereo unspecified)	-1%	-24%	25%	-19%	-9%	0%	-9%	-9%	-6%
O=C(C1=C[C@H](c2ccc3c(c2)OCO3)C[C@H](OCCCCO)O1)N1CCN(Cc2ccc3c(c2)OCO3)CC1	-1%	?	11%	-43%[59 µM]	-1%	-4%	32%[activator]	?	5%
CCN(CC)c1ccc(/C=N/NS(=O)(=O)c2ccc(C)c([N+](=O)[O-])c2)cc1	-4%	35µM*	?	40µM*	-6%	-3%	138%[activator]	?	?
COC(=O)c1[nH]c2cc(OC)ccc2c1NC(=O)CCN1CCCCC1	0%	-6%	28%	-4%[12.7 µM]	-8%	-5%	10%	3%	?
O=c1nccc(N/N=C/c2ccccc2)[nH]1	-1%	3%	33%	-4%	-3%	-1%	-2%	-13%	10%
COc1cc(-c2cc(-c3ccccc3)nc(SCC(=O)Nc3nccs3)c2C#N)cc(OC)c1OC	-4%	2%	24%	11%	1%	?	4%	-18%	2%
O=C(CCCCCn1c(=O)[nH]c2ccsc2c1=O)N1CCCCC1	6%	9%	25%	18%[59 µM]	-3%	1%	10%	8%	3%
COc1cc2ncnc(NCc3ccccc3Cl)c2cc1OC	-2%	-21%	29%	?	-1%	0%	12%	-29%	-2%
C=C(C)COc1ccc2c(C)c(C)c(=O)oc2c1OCC(=C)C	-2%	2%	51%[activator]	19%[12.7 µM]	-5%	0%	5%	-1%	-2%
Cc1nnc2sc(-c3cccc4ccccc34)nn12	-9%	-21%	19%	-32%	i	1%	1%	-9%	0%
Nc1ccc2cn[nH]c2c1	1%	-19%	16%	-43%[59 µM]	-3%	0%	4%	?	33%[activator]
O=C(CN(c1ccc(F)cc1)S(=O)(=O)c1ccc2c(c1)OCCO2)NCc1cccnc1	-9%	2%	29%	1%[59 µM]	-5%	-5%	-11%	1%	-11%
CC(C)OCCCNc1ncnc2c1[nH]c1ccccc12	-4%	-16%	9%	1%[59 µM]	-9%	1%	-11%	4%	6%
CCOc1ccccc1CN1CCNC(=O)C1CC(=O)NCCN1CCOC1=O (stereo unspecified)	-1%	-5%	25%	-21%	0%	-11%	17%	-8%	2%
Cc1ccc(N2C(=O)C3CCC(c4ccccc4)CC3C2=O)cc1 (stereo unspecified)	-4%	2%	24%	17%[59 µM]	-8%	0%	8%	-4%	4%
O=C(N/N=C/c1cccs1)c1cc(C2CC2)nc2ccccc12	3%	-24%	-1%	-3%	-2%	?	29%	-3%	22%
O=C(NC(Cc1ccccc1)C(=O)NC(Cc1ccccc1)C(=O)O)c1ccccc1 (stereo unspecified)	1%	-5%[57.1 µM]	12%	28µM*	-4%	-9%	109%[activator]	?	2%
CCOC(=O)c1c(NC(=O)Nc2ccc(C)cc2)sc2c1CCN(C)C2	135%[activator]	-2%	3%	13%	-10%	?	-19%	-3%	0%
COc1ccccc1Cn1c(SCC(N)=O)nc2c(oc3ccccc32)c1=O	-9%	-25%	17%	-17%	-8%	31%[activator]	1%	-30%	?
O=C1Nc2ccccc2C(=O)N2[C@H](c3ccccc3)[C@@H]3C(=O)N(Cc4ccccc4)C(=O)[C@@H]3[C@H]12	1%	-29%	-2%	/	0%	-9%	-5%	?	-9%
CCOC(=O)CN1CC23C=CC(O2)C(C(=O)O)C3C1=O (stereo unspecified)	-2%	4%	25%	-41%	3%	5%	?	-18%	1%
CC(=O)C12OC1CC1C3CCC4=CC(=O)CCC4(C)C3CCC12C (stereo unspecified)	1%	-1%	49%[activator]	24%	-9%	-4%	-24%	5%	0%
Cc1ccc(C(=O)CSc2ccc(-c3ccncc3)nn2)cc1	-3%	-4%	12%	40µM*	10%	6%	1%	?	6%
O=C(Nc1nnc(C2CC2)s1)c1cc(-c2ccccc2)nn1-c1ccccc1	-1%	-21%	21%	-31%	-4%	13%	17%	24%	-3%
Cc1cc(NS(=O)(=O)c2ccc(NC(=O)CSc3nc4sc(C)c(C)c4c(=O)[nH]3)cc2)no1	-9%	-14%	14%	41%[activator]	-13%	-7%	-18%	?	6%
O=[N+]([O-])c1cc(S(=O)(=O)N2CCOCC2)ccc1OCc1ccccc1C(F)(F)F	/	-8%	21%	0%	-1%	1%	18%	-21%	0%
Cc1cc2nc(/N=C(\N)NC(=O)C(C)C)nc(C)c2cc1C	1%	-5%	10%	17%	-8%	-5%	-5%[58.9 µM]	5%	1%
Cc1nc(C(=O)Nc2cccc(Cl)c2Cl)nn1-c1cc(OC(C)C)c(Cl)cc1Cl	-6%	-17%	27%	-2%	-2%	19%	-6%	-8%	2%
COc1ccc2c(c1)c(N=NC(N)=S)c(O)n2CC(=O)c1ccccc1	-3%	-15%	38%[activator]	-5%	-5%	2%	-18%	-3%	-3%
O=C(CCNc1ccc(F)c(Cl)c1)c1ccco1	-2%	-28%	5%	-35%[59 µM]	-9%	-8%	-10%	-28%	22%
COc1ccc(C(=O)N=c2sc3c(C)ccc(OC)c3n2C)cc1	-3%	-1%	52%[activator]	-5%[59 µM]	-10%	7%	21%	3%	-3%
CCOc1ccc(S(=O)(=O)NCC2CCCO2)c2cccnc12 (stereo unspecified)	-1%	-21%	63%[activator]	-41%[59 µM]	-7%	-7%	15%	-1%	1%
Cc1cc(C(=O)N/N=C/c2cccs2)n[nH]1	3%	-1%	36%	-5%	-1%	-2%	4%	-17%	-14%
c1ccc(-c2nc(-c3ccccn3)no2)cc1	4%	-8%	11%	-1%[59 µM]	/	-5%	26%	7%	1%
CNC(=O)c1sc(SC)cc1-c1ccc(Cl)cc1	0%	5%	36%	34%	-1%	7%	10%	-23%	7%
Cn1ncc2c(Nc3cccc4ccccc34)ncnc21	0%	-14%	45%[activator]	2%	-9%	1%	5%	6%	-1%
COc1ccc(NC(=O)C2(c3cccs3)CCOCC2)cc1Cl	2%	-8%	34%	-17%[59 µM]	i	-1%	34%[activator]	-2%	-4%
CCc1ccccc1NC(=O)CN(C)Cc1nc(N)nc(Nc2ccccc2C)n1	-1%	?	10%	-32%	-6%	-1%	15%	-38%	-14%
Cc1cc(Nc2cccc(Cl)c2)nc2ccc(NC(=O)c3cncc(Br)c3)cc12	-7%	-31%	7%	-24%[59 µM]	4%	23%	0%	-21%	-3%
CCOC(=O)c1cc(C(C)(C)C)oc1CNC(=O)c1c(C)oc2c1CCCC2	-3%	-26%	-9%	?	-8%	?	?	6%	3%
C/C(=N\O)C(=O)NCc1ccccn1	1%	3%	53%[activator]	33%[59 µM]	1%	2%	19%	-5%	-1%
COC(=O)Cc1cc(=O)n2[nH]c(C)c(-c3ccccc3)c2n1	?	-7%	31%	/	-2%	6%	9%	11%	19%
COc1ccc(Cc2nc3ccc(C(=O)NCc4ccccc4C)cc3o2)cc1	-2%	-9%	26%[57 µM]	-3%[59 µM]	-5%	29%	32%[activator]	0%	-19%
Cc1ccc(C)c(N2CCN(C(=O)CCS(=O)(=O)c3cccc4nonc34)CC2)c1	-8%	?	-4%	?	3%	4%	14%	?	27%
CCOc1ccc2c(C)c(C)c(=O)oc2c1OCC	-1%	-7%	19%	27%[12.7 µM]	-4%	2%	19%	12%	4%
CC1=C(C(=O)Nc2cc(-c3cccc(F)c3)[nH]n2)C2(CCCCC2)OC1=O	-5%	?	2%	?	-17%	-21%	-12%	-29%	-29%
Cc1nc(SCC(=O)NCc2cccs2)nc(C)c1C	-1%	-18%[57.1 µM]	28%	3%	-10%	-8%	115%[activator]	-2%	-8%

A different layout for part of the listing above:
O=C(NC(Cc1ccccc1)C(=O)NC(Cc1ccccc1)C(=O)O)c1ccccc1 (stereo unspecified)
  BLM helicase inh: 1%; JMJD2A Tudor inh: -5%[57.1 µM]; HP1b binding inh: 12%; G9a inh: 28µM*; PGK inhibitor: -4%; Pin1 inhibitor: -9%; Pol iota inh: 109%[activator]; BAZ2B inh: ?; GLS inh: 2%
CCOC(=O)c1c(NC(=O)Nc2ccc(C)cc2)sc2c1CCN(C)C2
  BLM helicase inh: 135%[activator]; JMJD2A Tudor inh: -2%; HP1b binding inh: 3%; G9a inh: 13%; PGK inhibitor: -10%; Pin1 inhibitor: ?; Pol iota inh: -19%; BAZ2B inh: -3%; GLS inh: 0%
COc1ccccc1Cn1c(SCC(N)=O)nc2c(oc3ccccc32)c1=O
  BLM helicase inh: -9%; JMJD2A Tudor inh: -25%; HP1b binding inh: 17%; G9a inh: -17%; PGK inhibitor: -8%; Pin1 inhibitor: 31%[activator]; Pol iota inh: 1%; BAZ2B inh: -30%; GLS inh: ?
O=C1Nc2ccccc2C(=O)N2[C@H](c3ccccc3)[C@@H]3C(=O)N(Cc4ccccc4)C(=O)[C@@H]3[C@H]12
  BLM helicase inh: 1%; JMJD2A Tudor inh: -29%; HP1b binding inh: -2%; G9a inh: /; PGK inhibitor: 0%; Pin1 inhibitor: -9%; Pol iota inh: -5%; BAZ2B inh: ?; GLS inh: -9%

These rows are one share of the data; rates above refer to the full screens.
